Screening results: PubChem, several laboratories
RAM inhibit – blocks the yeast RAM network; S. cerevisiae dse1pr::URA3 reporter, 5-FOA growth OD615, 2 d; analog-sensitive cbk1-as2 kinase mutant strain; inhibition, % at 50 µM; 190,000 compounds, 1.8% hits; AID 868;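 active = inhibition above a set limit, 3 SD over mean compound inhibition, cut at about 8.4% in these data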;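 note: 0% = DMSO-only wells with no growth and 100% = 10 µM 1-NA-PP1 full growth; inhibition rescues growth on 5-FOA so higher OD means more RAM inhibition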
PPARg SRC1 recr – PPARgamma-driven SRC-1 recruitment agonism; P37231; 200,000 compounds, 0.41% hits; activation, % at 8 µM; AID 631; PPARgamma-SRC-1 coactivator recruitment biochemical assay; in the data active = activation above about 19%;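 note: 0% = DMSO and 100% = reference agonist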
Target sequence (P37231 whole entry, looked up): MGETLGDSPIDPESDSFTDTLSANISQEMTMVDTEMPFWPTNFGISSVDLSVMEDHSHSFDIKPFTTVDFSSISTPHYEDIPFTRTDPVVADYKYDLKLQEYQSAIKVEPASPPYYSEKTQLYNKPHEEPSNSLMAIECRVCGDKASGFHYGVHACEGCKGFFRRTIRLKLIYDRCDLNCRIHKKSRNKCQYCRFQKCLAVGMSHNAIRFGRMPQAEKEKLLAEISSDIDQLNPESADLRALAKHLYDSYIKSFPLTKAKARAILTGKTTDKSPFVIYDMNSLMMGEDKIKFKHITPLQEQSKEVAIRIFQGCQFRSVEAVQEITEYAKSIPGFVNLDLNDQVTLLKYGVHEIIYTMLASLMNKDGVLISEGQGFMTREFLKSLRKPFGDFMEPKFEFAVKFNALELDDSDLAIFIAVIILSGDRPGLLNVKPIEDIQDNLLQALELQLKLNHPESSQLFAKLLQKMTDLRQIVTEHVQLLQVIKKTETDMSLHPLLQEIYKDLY
SRC2 TRFRET art – counter-screen for PPARgamma SRC-2 recruitment agonists: TR-FRET artefact; active compounds read high; TR-FRET ratio at 8 µM; 200,000 compounds, 0.4% hits; in the data active = TR-FRET ratio above about 2000; note: inactives centre near 1500; reference of the scale not given here
Redox H2O2 prof – compounds producing H2O2 with reducing agent – biochemical, NIH compound library profiling, artefact control for MLSCN library redox annotation, primary screen; DTT-dependent redox cycling H2O2, phenol red/HRP absorbance; 100% = 100 µM peroxide control, 0% = buffer; activation, % at 10 µM; 200,000 compounds, 0.03% hits; AID 878;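 active = activation of at least 50% relative to the plate's high and low controls in the primary single-dose screen; inactive = activation below 50%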;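 note: compound incubated with DTT at 0.8 mM final as the reducing agent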
L major viab – reduces viability of Leishmania major promastigotes; inhibition, % at 10 µM; 200,000 compounds, 9% hits; resazurin fluorescence viability; in the data active = inhibition above about 50%;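 note: promastigotes grown with compound for 44 hours at 28 °C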
PPARg SRC-3 ag – agonists of human PPARgamma SRC-3 coactivator recruitment | AID 731 | biochemical PPARgamma/SRC-3 coactivator recruitment assay | 200,000 compounds, 0.26% hits | activation, % at 8 µM; in the data active = activation above about 23%;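 note: 0% = DMSO and 100% = reference agonist; some compounds past the cut are filed as inactive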
bIAP inh – intestinal alkaline phosphatase (bovine) inhibition. purified bovine IAP, CDP-star luminescence, 30 min. 190,000 tested, under 10 active. AID 1019. inhibition, % at 20 µM;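 active = over 50% inhibition of intestinal alkaline phosphatase at 20 µM in the single-dose screen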
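Assay system: bovine IAP enzyme; medium: DEA buffer 100 mM, pH 9.8, with MgCl2 1.0 mM, ZnCl2 0.02 mM; doses: 20 µM single dose; incubation: enzyme reaction for 30 min at room temperature; detection: CDP-star luminescence signal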
PPARg SRC-2 ag – PPARgamma-driven SRC-2 recruitment agonism; P37231; PPARgamma LBD-SRC-2 recruitment, biochemical; activation, % at 8 µM; 200,000 compounds, 0.34% hits; AID 1032; in the data active = activation above about 22%;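 note: 0% = vehicle and 100% = reference agonist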
HMGR II inh – blocks class II HMG-CoA reductase of Enterococcus faecalis; purified E. faecalis HMGR, NADPH absorbance 340 nm kinetic; inhibition, % at 10 µM; 190,000 compounds, 0.41% hits;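 active = inhibition above a set limit, the median over all tested compounds plus 3 SD, cut at about 9.5% in these data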;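 note: enzyme runs in reverse so mevalonate oxidation gives rising NADPH absorbance; 0% = complete reaction with DMSO and 100% = background rate lacking mevalonate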
S1P3 antagonist – antagonists of human S1P3 receptor; Q99500; CHO S1P3 NFAT-BLA reporter, FRET fluorescence, antagonist mode; inhibition, % at 4.98 µM; 170,000 compounds, 0.27% hits; AID 485;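 active = inhibition above the plate cutoff, the mean inhibition of test wells on that plate plus 3 SD, cut at about 28% in these data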;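 note: cells challenged with S1P at its EC80 of 0.8 µM; blue over green emission ratio from cleaved BLA substrate after 4 h stimulation; 0% = S1P-stimulated wells and 100% = unstimulated DMSO-only wells; some compounds past the cut are filed as inactive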
Target sequence (Q99500 whole entry, looked up): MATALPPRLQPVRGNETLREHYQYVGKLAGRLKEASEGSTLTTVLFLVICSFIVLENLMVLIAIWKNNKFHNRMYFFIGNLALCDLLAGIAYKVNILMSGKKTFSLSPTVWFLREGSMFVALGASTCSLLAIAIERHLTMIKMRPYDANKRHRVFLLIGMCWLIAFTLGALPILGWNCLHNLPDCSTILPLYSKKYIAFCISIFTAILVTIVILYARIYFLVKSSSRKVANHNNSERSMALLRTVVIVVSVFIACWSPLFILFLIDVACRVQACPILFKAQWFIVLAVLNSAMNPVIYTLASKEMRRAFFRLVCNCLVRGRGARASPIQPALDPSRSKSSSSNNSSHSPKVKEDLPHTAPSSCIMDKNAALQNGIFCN
ROMK primary – modulators of human ROMK potassium channel. P48048. Tet-inducible ROMK, thallium flux fluorescence; actives lie on both sides. B-score at 10 µM. 130,000 compounds, 2% hits;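 active = signal ratio slope over the read window, or its plate-corrected B-score, at least 3 SD from the plate mean, either direction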;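 note: B-score of the F/F0 ratio slope over 7 to 12 s after thallium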
* marks the source's active call; other numbers are inactive results.

COc1ccc(/C=C/C(=O)OCC(=O)Nc2ccc(Cl)c(S(=O)(=O)N(C)C)c2)cc1OC was read as RAM inhibit 5.5, PPARg SRC1 recr 3, SRC2 TRFRET art 1500, Redox H2O2 prof -0.2, L major viab -5, PPARg SRC-3 ag 2, bIAP inh -6, PPARg SRC-2 ag 12, HMGR II inh -3, S1P3 antagonist 7 and ROMK primary -0.78.
O=C(COC(=O)c1ccc(Cl)nc1)NCc1ccco1 was read as RAM inhibit 1.2, PPARg SRC1 recr -6, SRC2 TRFRET art 1603, Redox H2O2 prof -0.3, L major viab -8, PPARg SRC-3 ag 5, bIAP inh -2, PPARg SRC-2 ag -3, HMGR II inh 1 and S1P3 antagonist -11.
CCCCn1c(N)c(N(CC(C)C)C(=O)CN(C)Cc2cccc(OC)c2)c(=O)[nH]c1=O was read as RAM inhibit -0.1, PPARg SRC1 recr 2, SRC2 TRFRET art 1572, Redox H2O2 prof -15, L major viab -2, PPARg SRC-3 ag 3, bIAP inh 0, PPARg SRC-2 ag 5 and HMGR II inh 3.
For O=c1c(=O)n(O)c2ccccc2n1O the results were RAM inhibit 0.5, PPARg SRC1 recr 0, SRC2 TRFRET art 1744, Redox H2O2 prof 3.2, L major viab -12, PPARg SRC-3 ag 12, bIAP inh 1, PPARg SRC-2 ag 10, HMGR II inh -6, S1P3 antagonist -16 and ROMK primary 1.4.
CCOC(=O)/C(C#N)=C/C1=C(N2CCCC2)CC(C)(CC)OC1 (centres undefined) was read as RAM inhibit 0.5, PPARg SRC1 recr -2, SRC2 TRFRET art 1592, Redox H2O2 prof -0.1, L major viab -1, PPARg SRC-3 ag 6, bIAP inh 24, PPARg SRC-2 ag 4, HMGR II inh -1 and ROMK primary 1.3.
Screening O=C(O)c1ccc(NC(=O)c2cn(-c3ccccc3)nc2-c2ccc(Br)cc2)cc1 returned RAM inhibit 6.0, PPARg SRC1 recr 1, SRC2 TRFRET art 1541, Redox H2O2 prof 0.3, L major viab -3, PPARg SRC-3 ag -2, bIAP inh -1, PPARg SRC-2 ag 0, HMGR II inh -5, S1P3 antagonist -7 and ROMK primary 0.12.
CCc1ccc(-n2c(=O)c3ccccc3n(CC(=O)C(C)(C)C)c2=O)cc1 was read as RAM inhibit 3.8, PPARg SRC1 recr -8, SRC2 TRFRET art 1507, Redox H2O2 prof 0.2, L major viab 7, PPARg SRC-3 ag -4, bIAP inh -4, PPARg SRC-2 ag -9, HMGR II inh 0, S1P3 antagonist -16 and ROMK primary 0.13.
Screening O=C1CCc2cc(S(=O)(=O)NCCCC(=O)N3CCN(Cc4ccc5c(c4)OCO5)CC3)ccc2N1 returned RAM inhibit 3.5, PPARg SRC1 recr 5, SRC2 TRFRET art 1572, Redox H2O2 prof 13, L major viab 0, PPARg SRC-3 ag -4, bIAP inh -6, PPARg SRC-2 ag 0, HMGR II inh -10, S1P3 antagonist -13 and ROMK primary -0.1.
COc1ccc(C(c2nnnn2CCc2ccccc2)N2CCN(C)CC2)cc1OC (centres undefined) was read as RAM inhibit -0.5, PPARg SRC1 recr -2, SRC2 TRFRET art 1437, Redox H2O2 prof -2.5, L major viab -5, PPARg SRC-3 ag -8, bIAP inh -7, PPARg SRC-2 ag 2, HMGR II inh -4 and S1P3 antagonist -1.
`CC(C)C(=O)N=C1NC(=O)CS1` gave RAM inhibit 1.1, PPARg SRC1 recr 2, SRC2 TRFRET art 1894, Redox H2O2 prof 0.0, L major viab -7, PPARg SRC-3 ag -1, bIAP inh 1, PPARg SRC-2 ag -1, HMGR II inh -6, S1P3 antagonist -13 and ROMK primary 3.1.
COCCCNC(=O)Cn1nc(-c2ccccc2OC)ccc1=O was read as RAM inhibit 0.0, PPARg SRC1 recr -1, SRC2 TRFRET art 1558, Redox H2O2 prof -4.3, L major viab -6, PPARg SRC-3 ag 2, bIAP inh 4, PPARg SRC-2 ag 4 and HMGR II inh -6.
Screening CCC(=O)NC(=S)Nc1ccc(-c2nc3ccccc3s2)cc1 returned RAM inhibit 4.3, PPARg SRC1 recr 17, SRC2 TRFRET art 1458, Redox H2O2 prof 2.8, L major viab -4, PPARg SRC-3 ag -2, bIAP inh 13, PPARg SRC-2 ag 2 and HMGR II inh -4.
COC(=O)c1ccc(OC)c(CSc2nnc(COc3ccc(Cl)cc3)o2)c1 was read as RAM inhibit 9.7*, PPARg SRC1 recr -2, SRC2 TRFRET art 1605, Redox H2O2 prof 0.4, L major viab -1, PPARg SRC-3 ag 2, bIAP inh 25, PPARg SRC-2 ag 5, HMGR II inh 2 and S1P3 antagonist -4.
`CN=c1c([N+](=O)[O-])nn(-c2ccc3c(c2)OCCO3)n1O` gave RAM inhibit -0.7, PPARg SRC1 recr -4, SRC2 TRFRET art 1452, Redox H2O2 prof -0.5, L major viab 43, PPARg SRC-3 ag 0, bIAP inh 2, PPARg SRC-2 ag -5, HMGR II inh 2, S1P3 antagonist 4 and ROMK primary 0.0057.
`COCCCNC(=O)COc1ccc(S(=O)(=O)NCc2ccccc2)cc1Cl` gave RAM inhibit 1.5, PPARg SRC1 recr 11, SRC2 TRFRET art 1688, Redox H2O2 prof -0.7, L major viab -5, PPARg SRC-3 ag 3, bIAP inh 9, PPARg SRC-2 ag 5, HMGR II inh -2, S1P3 antagonist -22 and ROMK primary -0.2.
Cc1cc(C)c2nc(-c3ccccn3)cc(C(=O)NCCc3ccc(S(N)(=O)=O)cc3)c2c1 was read as RAM inhibit 10*, PPARg SRC1 recr 11, SRC2 TRFRET art 1795, Redox H2O2 prof -0.9, L major viab 0, PPARg SRC-3 ag 11, bIAP inh 0, PPARg SRC-2 ag 14, HMGR II inh 2, S1P3 antagonist 4 and ROMK primary 0.96.
CC(C)(C)[C@H]1C=C(C(=O)N2CCN(Cc3ccc4c(c3)OCO4)CC2)O[C@@H](OCCCCO)C1 was read as RAM inhibit 3.4, PPARg SRC1 recr 0, SRC2 TRFRET art 1380, Redox H2O2 prof 0.7, L major viab 38, PPARg SRC-3 ag -2, bIAP inh -12, PPARg SRC-2 ag -13, HMGR II inh -2 and S1P3 antagonist -19.
Screening CCc1nc(SCC(=O)NCCc2ccc(OC)c(OC)c2)c2c(=O)n(C)c(=O)n(C)c2n1 returned RAM inhibit 0.5, Redox H2O2 prof -1.3, L major viab 17, bIAP inh 6, HMGR II inh -6 and S1P3 antagonist 8.
OCCNc1nc2nonc2nc1NCCO was read as RAM inhibit 0.7, PPARg SRC1 recr 8, SRC2 TRFRET art 1579, Redox H2O2 prof -2.4, L major viab 4, PPARg SRC-3 ag 13, bIAP inh -18, PPARg SRC-2 ag -4, HMGR II inh -1, S1P3 antagonist -21 and ROMK primary -1.5.
`O=S(=O)(c1cccc2nonc12)N1CCCCCC1` gave RAM inhibit 1.4, PPARg SRC1 recr 3, SRC2 TRFRET art 1506, Redox H2O2 prof -1.2, L major viab -1, PPARg SRC-3 ag -4, bIAP inh 6, PPARg SRC-2 ag -5, HMGR II inh -3, S1P3 antagonist -13 and ROMK primary -0.37.

3 compounds picked at random from those above, as already listed:
Screening O=C(O)c1ccc(NC(=O)c2cn(-c3ccccc3)nc2-c2ccc(Br)cc2)cc1 returned RAM inhibit 6.0, PPARg SRC1 recr 1, SRC2 TRFRET art 1541, Redox H2O2 prof 0.3, L major viab -3, PPARg SRC-3 ag -2, bIAP inh -1, PPARg SRC-2 ag 0, HMGR II inh -5, S1P3 antagonist -7 and ROMK primary 0.12.
`CC(C)C(=O)N=C1NC(=O)CS1` gave RAM inhibit 1.1, PPARg SRC1 recr 2, SRC2 TRFRET art 1894, Redox H2O2 prof 0.0, L major viab -7, PPARg SRC-3 ag -1, bIAP inh 1, PPARg SRC-2 ag -1, HMGR II inh -6, S1P3 antagonist -13 and ROMK primary 3.1.
COc1ccc(/C=C/C(=O)OCC(=O)Nc2ccc(Cl)c(S(=O)(=O)N(C)C)c2)cc1OC was read as RAM inhibit 5.5, PPARg SRC1 recr 3, SRC2 TRFRET art 1500, Redox H2O2 prof -0.2, L major viab -5, PPARg SRC-3 ag 2, bIAP inh -6, PPARg SRC-2 ag 12, HMGR II inh -3, S1P3 antagonist 7 and ROMK primary -0.78.

Later entries
`CCN(CC(=O)Nc1ccc(NC(C)=O)cc1)CC(=O)Nc1ccccc1C(=O)c1ccccc1` gave RAM inhibit 1.8, PPARg SRC1 recr -3, SRC2 TRFRET art 1525, Redox H2O2 prof -1.7, L major viab 30, PPARg SRC-3 ag 5, bIAP inh -25, PPARg SRC-2 ag 1, HMGR II inh 1, S1P3 antagonist -13 and ROMK primary 0.85.
For O=C(O)C1C2C=CC(C2)C1C(=O)N1CCN(C/C=C/c2ccccc2)CC1 (centres undefined) the results were RAM inhibit -0.9, PPARg SRC1 recr 5, SRC2 TRFRET art 1559, Redox H2O2 prof 0.3, L major viab 88*, PPARg SRC-3 ag 6, bIAP inh -1, PPARg SRC-2 ag 11, HMGR II inh -3 and S1P3 antagonist -19.
Screening COc1ccc(OC)c(NC(=O)C2=C(C)NC(=O)NC2c2cccs2)c1 (centres undefined) returned RAM inhibit 1.4, PPARg SRC1 recr 1, SRC2 TRFRET art 1560, Redox H2O2 prof 6.7, L major viab -4, PPARg SRC-3 ag -4, bIAP inh 0, PPARg SRC-2 ag -5, HMGR II inh 5, S1P3 antagonist 5 and ROMK primary -0.34.
CCOC(=O)CSc1nc(N)nc(C)c1Br was read as RAM inhibit 1.7, PPARg SRC1 recr -7, SRC2 TRFRET art 1469, Redox H2O2 prof -2.2, L major viab -7, PPARg SRC-3 ag 3, bIAP inh 8, PPARg SRC-2 ag 1, HMGR II inh -1 and S1P3 antagonist 0.
`COc1ccc2c(c1)[nH]c1c(N3CCN(Cc4ccc5c(c4)OCO5)CC3)ncnc12` gave RAM inhibit -0.2, PPARg SRC1 recr 4, SRC2 TRFRET art 1424, Redox H2O2 prof -0.5, L major viab 78*, PPARg SRC-3 ag -6, bIAP inh -71, PPARg SRC-2 ag -6, HMGR II inh -6 and ROMK primary -1.7.
Cn1cnnc1SC1CCCCC1NS(=O)(=O)c1ccc(Cl)cc1 (centres undefined) was read as RAM inhibit 1.6, PPARg SRC1 recr 1, SRC2 TRFRET art 1536, Redox H2O2 prof -0.5, L major viab -1, PPARg SRC-3 ag 12, bIAP inh 6, PPARg SRC-2 ag 1 and HMGR II inh -3.
For COc1cc(C2Nc3ccccc3C(=O)N2c2ccccc2)ccc1O (centres undefined) the results were RAM inhibit -0.7, PPARg SRC1 recr 1, SRC2 TRFRET art 1598, Redox H2O2 prof 0.0, L major viab -2, PPARg SRC-3 ag 6, bIAP inh 0, PPARg SRC-2 ag 3 and HMGR II inh -4.
